From PubChem
FN deposit inh: inhibitors of fibronectin matrix deposition, primary screen, AH1F cells, Alexa488-fibronectin fluorescence, plate reader; AH1F fibroblasts, overnight; inhibition, % at 12.6 µM; 0.086% of 350,000 active; AID 743247, 2014;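 active means mean inhibition across replicates of 30% or more, regardless of how many single replicates reach that level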;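 further: positive control wells lacked labelled fibronectin entirely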
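Material: AH1F fibroblast monolayer depositing Alexa488-labelled fibronectin into matrix | Input: 10000 AH1F cells/well | Medium: DMEM plus 2% serum, read in PBS | Reagent: Alexa488-fibronectin, 24 nM final in well | Compound dosing: One dose per compound, pinned | Schedule: 1 h adhesion, overnight exposure | Measured by: Fluorescence at 485 nm excitation, 525 nm emission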
esBAF inh: Bmi1 luciferase reporter increase in mESCs, primary screen, esBAF inhibitor project, mouse ES cells, Bmi1 luciferase knock-in, single point; 24 h; 100% = twice the neutral-well signal; 2% of 350,000 active; reporter increase, % at 12.5 µM; in the data active means activation above about 40%;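 further: 0% = median of the plate's neutral control wells and 100% = double that signal; a rise in the Bmi1 reporter signal indicates esBAF inhibition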
RAD52 inh: RAD52 DNA annealing inhibitors, primary screen, biochemical, FRET, single point, set 2 | DNA repair protein RAD52 homolog (Homo sapiens), P43351 | recombinant RAD52 DNA annealing, FRET fluorescence | inhibition, % at 18.7 µM | 0.46% of 360,000 active | AID 651710, 2012;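 active means every replicate showing at least 50% inhibition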
Target sequence (P43351 whole entry, looked up): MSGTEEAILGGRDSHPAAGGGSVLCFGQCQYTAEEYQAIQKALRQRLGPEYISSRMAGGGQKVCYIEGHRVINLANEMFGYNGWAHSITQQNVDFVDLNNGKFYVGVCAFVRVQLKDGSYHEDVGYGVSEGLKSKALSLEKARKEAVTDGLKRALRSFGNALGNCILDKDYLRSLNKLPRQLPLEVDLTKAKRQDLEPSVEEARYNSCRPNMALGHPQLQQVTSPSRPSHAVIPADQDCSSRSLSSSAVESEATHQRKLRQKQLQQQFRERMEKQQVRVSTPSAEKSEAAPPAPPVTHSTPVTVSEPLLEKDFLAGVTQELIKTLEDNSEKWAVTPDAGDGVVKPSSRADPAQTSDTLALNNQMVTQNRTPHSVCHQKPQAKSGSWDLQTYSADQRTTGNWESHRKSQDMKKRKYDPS
E-sel inducer: E-selectin induction in HUVECs, primary screen, imaging, HUVEC, immunofluorescence imaging, single point | P16581 | normalized: neutral wells 0, TNF-alpha wells 100 | activation, % at 7.58 µM | 0.37% of 260,000 active | AID 686992, 2013;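 active means mean E-selectin-positive cell signal at least 10% of the positive control, reached in at least 60% of replicates, without over 20% cell loss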;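 further: in these data hits start at about 27%; measured in HUVEC primary endothelial cells; signal is the percent of cells scored E-selectin positive by PE staining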
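material = human umbilical vein endothelial cells (HUVEC), E-selectin induction | quantity = 3,000 cells/well | medium = EGM-2 growth medium on 0.1% gelatin-coated wells | technique = immunofluorescence imaging | read-out basis = % PE-positive cells | control set = TNF-alpha positive control, DMSO neutral control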
RAD54 inh: inhibitors of human RAD54 branch migration, primary screen, biochemical, fluorescence, single point | 0.14% of 360,000 active | DNA repair and recombination protein RAD54-like (Homo sapiens), Q92698 | inhibition, % at 10.4 µM | RAD54 Holliday junction branch migration, FAM/BHQ fluorescence;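 active means mean normalized replicate activity at least 40 and at least half of replicates scoring 40 or more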;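 further: 0% = median of neutral control wells and 100% = median of positive control wells; inhibitors cause a drop in the FAM fluorescence signal; in these data hits start at about 50%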
EWS-Fli inh: EWS/Fli-driven NR0B1 reporter inhibitors, primary screen, A673 cells, NR0B1 luciferase, luminescence, MLPCN library; viability-normalised; 0.67% of 350,000 active; inhibition, % at 12.6 µM;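 active means mean inhibition of at least 50% after viability correction, with every replicate also passing that limit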;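 further: firefly luciferase signal divided by Alamar Blue viability fluorescence both relative to DMSO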
S100A4 MyoIIA: inhibitors of S100A4-myosin IIA peptide binding, primary screen, biochemical, fluorescence polarization, TAMRA-MyoIIA peptide. Protein S100-A4 (Homo sapiens), P26447. inhibition, % at 10.7 µM. 0.14% of 360,000 active;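 active means mean inhibition of at least 70% across replicates, with every replicate also reaching that level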
Target sequence (P26447 whole entry, looked up): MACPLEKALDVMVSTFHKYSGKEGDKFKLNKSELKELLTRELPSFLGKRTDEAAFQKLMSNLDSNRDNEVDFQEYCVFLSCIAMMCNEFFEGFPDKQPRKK
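Compound dosing: one dose per compound; test system: human S100A4 monomer with TAMRA-labelled myosin IIA peptide; probe or stimulus: TAMRA-labelled myosin IIA heavy-chain peptide probe, 5 nM; medium: HEPES buffer with Ca2+, pH 7.2; schedule: 5 min incubation before reading; benchmarks: neutral control DMSO, positive control TFP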
XiGFP reactiv: activators of inactive X chromosome reactivation, primary screen, imaging, XiGFP fibroblasts, GFP high-content imaging, set 2; AID 743238, 2013; 0.055% of 360,000 active; activation, % at 7.58 µM; XiGFP mouse fibroblasts, % GFP-positive cells imaging, 3 d; cells co-treated with 5-aza-dC sensitizer; scaled so ellipticine positive control = 100%;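 active means mean normalized replicate activation at least 10% and every replicate at or above 10%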;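 further: 0% = median of on-plate neutral control wells and 100% = ellipticine 6 µM median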
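System: SV40-immortalized XiGFP fibroblast cells, line 68-5-11 / Incubation: 3-day compound exposure, then 15 min fixation at room temperature / Compound: single concentration per compound, delivered by pin transfer / Buffer or medium: DMEM plus 5-aza-dC sensitizer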
* marks the source's active call; other numbers are inactive results. Random draw from the library. About 3% of those tested had a hit in this group.

`CC(=O)Nc1ccc(SCCCC(=O)c2ccccc2)cc1` gave FN deposit inh -2, esBAF inh 8, RAD52 inh -5, RAD54 inh 4, EWS-Fli inh -86, S100A4 MyoIIA 4 and XiGFP reactiv 0.0.
Screening CCOc1nc2ccccc2cc1/C=C/C(=O)O returned esBAF inh -10, RAD52 inh -14, RAD54 inh 3, EWS-Fli inh 6, S100A4 MyoIIA 1 and XiGFP reactiv 0.4.
For Cc1ccc(S(=O)(=O)Nc2ccc3c(c2)C(=O)N([C@@H](C)CO)C[C@@H](C)[C@H](CN(C)C(=O)NC(C)C)O3)cc1 the results were esBAF inh -2, RAD52 inh -12, E-sel inducer 0.0, RAD54 inh 10, EWS-Fli inh 7, S100A4 MyoIIA 6 and XiGFP reactiv -1.0.
For CCOc1ccc(/C=C/C(=O)N(CC)CC(=O)Nc2ccc3c(c2)OCCO3)cc1OCC the results were FN deposit inh -1, esBAF inh 6, RAD52 inh -4, E-sel inducer 3.5, RAD54 inh -8, EWS-Fli inh -17, S100A4 MyoIIA -2 and XiGFP reactiv 0.0.
Screening COc1ccc(NC(C)=O)cc1S(=O)(=O)NCc1ccc2c(c1)OCO2 returned esBAF inh -3, RAD52 inh -8, E-sel inducer -0.2, RAD54 inh 6, EWS-Fli inh -2, S100A4 MyoIIA -6 and XiGFP reactiv 0.2.
CC=Cc1ccc2n(c1=O)C[C@H]1[C@H](CO)[C@@H](C(=O)NCc3cccc(F)c3)[C@@H]2N1S(C)(=O)=O (mixture of isomers) was read as esBAF inh 0, RAD52 inh -11, E-sel inducer -0.3, RAD54 inh -3, EWS-Fli inh -1, S100A4 MyoIIA -6 and XiGFP reactiv 0.4.
For C=C1CCN([C@@H](CC(C)C)C(=O)Nc2ccc(OC)cc2)S(=O)(=O)c2ccccc21 the results were FN deposit inh 8, esBAF inh 0, RAD52 inh -15, E-sel inducer 0.2, RAD54 inh 1, EWS-Fli inh 3, S100A4 MyoIIA 30 and XiGFP reactiv 0.0.
For CC(C)C(=O)N1CCC1(C)C(=O)Nc1ccc2cn[nH]c2c1 (configuration not stated) the results were FN deposit inh -6, esBAF inh 2, RAD52 inh 6, E-sel inducer 0.6, RAD54 inh 0, EWS-Fli inh 10, S100A4 MyoIIA -4 and XiGFP reactiv 0.1.
Screening C[C@H]1CN([C@@H](C)CO)C(=O)c2cc(C3=CCCC3)cnc2O[C@H]1CN(C)C(=O)CN1CCOCC1 returned FN deposit inh -2, esBAF inh -2, RAD52 inh -2, E-sel inducer -0.1, RAD54 inh -4, EWS-Fli inh -10, S100A4 MyoIIA 16 and XiGFP reactiv 1.4.
Screening CN(C)CCCCCNCCCNC(=O)/C=N\O returned esBAF inh 1, RAD52 inh -11, RAD54 inh -8, EWS-Fli inh -7 and S100A4 MyoIIA -2.
CC(C)NC(=O)Nc1ccc2c(c1)CC(=O)N([C@H](C)CO)C[C@H](C)[C@@H](CN(C)CC1CC1)O2 was read as FN deposit inh -4, esBAF inh 5, RAD52 inh -8, E-sel inducer -2.8, RAD54 inh 3, S100A4 MyoIIA -18 and XiGFP reactiv 0.0.
`CC(=O)NC[C@@H]1[C@H](c2ccccc2)[C@H](CO)N1C(=O)Cc1ccncc1` gave FN deposit inh 2, esBAF inh 4, E-sel inducer -0.1, RAD54 inh -3, EWS-Fli inh 1 and XiGFP reactiv 0.0.
O=C(c1ccco1)N1CCN(C2CC(=O)N(c3ccc(F)c(Cl)c3)C2=O)CC1 (configuration not stated) was read as FN deposit inh -4, esBAF inh -5, RAD52 inh 9, E-sel inducer 0.0, RAD54 inh 2, EWS-Fli inh 2, S100A4 MyoIIA -3 and XiGFP reactiv 0.0.
For O=C(CN1CCOCC1)N1CC[C@@H]2[C@H](CO)Nc3ccc(-c4ccc(F)cc4)cc3[C@@H]21 the results were FN deposit inh 4, esBAF inh 1, RAD52 inh -16, E-sel inducer -0.6, RAD54 inh -2, EWS-Fli inh -12, S100A4 MyoIIA 10 and XiGFP reactiv 0.3.
Cc1ccc(NC(=O)c2oc3ccccc3c2COC(C)C)cc1S(=O)(=O)N1CCOCC1 was read as FN deposit inh -3, esBAF inh 6, RAD52 inh -13, E-sel inducer 0.2, RAD54 inh 17, EWS-Fli inh 0, S100A4 MyoIIA 10 and XiGFP reactiv 0.4.
O=C(Nc1cccc([N+](=O)[O-])c1)C1C2CC/C=C\CCC21 (configuration not stated) was read as FN deposit inh -7, RAD52 inh -7, E-sel inducer 0.3, RAD54 inh 1, EWS-Fli inh -10, S100A4 MyoIIA -9 and XiGFP reactiv -0.1.
`C/C=C/c1ccc2c(c1)O[C@@H](CN(C)C(=O)CC)[C@@H](C)CN([C@H](C)CO)S2(=O)=O` gave esBAF inh 0, RAD52 inh -3, E-sel inducer -0.3, RAD54 inh 11, EWS-Fli inh 0, S100A4 MyoIIA 3 and XiGFP reactiv -1.3.
`C[C@H]1CN([C@@H](C)CO)C(=O)c2cc(C#CC(C)(C)O)cnc2O[C@H]1CN(C)C(=O)C1CCOCC1` gave esBAF inh -5, RAD52 inh 10, E-sel inducer 0.0, RAD54 inh 1, EWS-Fli inh -15, S100A4 MyoIIA 7 and XiGFP reactiv 0.4.
Cc1[nH]c2ccccc2c1CCN(Cc1cccnc1)C(=S)Nc1ccc(F)cc1 was read as FN deposit inh 18, esBAF inh -7, RAD52 inh 14, E-sel inducer -0.1, RAD54 inh -6, EWS-Fli inh 18, S100A4 MyoIIA 5 and XiGFP reactiv -0.1.
COc1ccc(NC(=O)Nc2ccc3c(c2)CC(=O)N([C@@H](C)CO)C[C@@H](C)[C@@H](CN(C)Cc2ccc4c(c2)OCO4)O3)cc1 was read as esBAF inh -6, RAD52 inh 14, E-sel inducer 1.1, RAD54 inh -3, EWS-Fli inh -2, S100A4 MyoIIA 4 and XiGFP reactiv -0.1.
`CCC(C(=O)Nc1nc(C)cs1)c1ccccc1` (configuration not stated) gave FN deposit inh -5, esBAF inh -3, E-sel inducer 2.7 and RAD54 inh -8.
NC(=O)c1cc(S(=O)(=O)Nc2ccc(OC(F)(F)F)cc2)cs1 was read as FN deposit inh 3, esBAF inh 8, RAD52 inh -13, E-sel inducer 0.1, RAD54 inh -2, EWS-Fli inh 9, S100A4 MyoIIA -11 and XiGFP reactiv 0.5.
For COCCNC(=O)/C(C#N)=C/c1nc(N(C)C)n(-c2ccc(F)cc2)c1Cl the results were FN deposit inh 1, esBAF inh -10, RAD52 inh -14, E-sel inducer -1.8, RAD54 inh 1, EWS-Fli inh 4, S100A4 MyoIIA 3 and XiGFP reactiv 0.0.
`CC(C)/C(=N/Nc1ccccc1[N+](=O)[O-])c1ccccc1` gave FN deposit inh 2, esBAF inh 2, RAD52 inh 0, RAD54 inh 1, EWS-Fli inh -4, S100A4 MyoIIA 2 and XiGFP reactiv 0.0.
For C[C@@H]1CCCCO[C@H](CN(C)C(=O)NC2CCCCC2)[C@@H](C)CN([C@H](C)CO)C(=O)c2cc(NS(=O)(=O)c3cccs3)ccc2O1 the results were esBAF inh 1, RAD52 inh 0, E-sel inducer -0.2, RAD54 inh 8, EWS-Fli inh -6, S100A4 MyoIIA -10 and XiGFP reactiv -0.3.
CC(=O)Nc1ccc(NC(=O)CSc2ccccn2)cc1 was read as FN deposit inh -7, esBAF inh -7, RAD52 inh -14, E-sel inducer 0.1, RAD54 inh 7, S100A4 MyoIIA -4 and XiGFP reactiv 0.3.
`C[C@H]1CN([C@@H](C)CO)C(=O)c2cc(NC(=O)Nc3ccc(C(F)(F)F)cc3)ccc2O[C@H]1CN(C)Cc1ccc2c(c1)OCO2` gave esBAF inh -9, RAD52 inh 2, E-sel inducer 0.3, RAD54 inh -10, EWS-Fli inh 22, S100A4 MyoIIA 0 and XiGFP reactiv 0.2.
For COc1ccc([N+](=O)[O-])cc1NC(=O)c1cn(-c2ccc(Cl)cc2)c(=O)c2ccccc12 the results were FN deposit inh 3, esBAF inh -8, RAD52 inh -7, RAD54 inh -7, EWS-Fli inh 3, S100A4 MyoIIA -1 and XiGFP reactiv 0.2.
CCCNC(=O)N(C)C[C@H]1Oc2cc(C#C[C@@H](C)O)ccc2S(=O)(=O)N([C@H](C)CO)C[C@@H]1C was read as FN deposit inh -12, esBAF inh 0, RAD52 inh 9, E-sel inducer 0.6, RAD54 inh -19, EWS-Fli inh -2, S100A4 MyoIIA -7 and XiGFP reactiv 0.0.
`CCN(CC)CCCCCCCCOC(=O)c1cc(OC)c(OC)c(OC)c1` gave FN deposit inh -6, esBAF inh 5, RAD52 inh 11, E-sel inducer -1.9, RAD54 inh 0, EWS-Fli inh 4, S100A4 MyoIIA 18 and XiGFP reactiv 0.0.
COCC(=O)N1CCC(Oc2ccc(C(=O)N3C[C@@H]4CCC[C@H]3C4)cc2)CC1 was read as FN deposit inh -10, esBAF inh 1, RAD52 inh -5, E-sel inducer 1.5, RAD54 inh 2, S100A4 MyoIIA -3 and XiGFP reactiv 0.2.
COc1cc(CNCc2ccc(OC)c3ccccc23)cc(OC)c1OC was read as FN deposit inh -3, esBAF inh 4, RAD52 inh 6, RAD54 inh 8, EWS-Fli inh 12, S100A4 MyoIIA 6 and XiGFP reactiv 0.0.
For C[C@@H]1CCC[C@H](C)N1Cc1nc(Cc2ccccc2Cl)no1 the results were FN deposit inh -9, esBAF inh 6, RAD52 inh -16, RAD54 inh -25, EWS-Fli inh 9, S100A4 MyoIIA -4 and XiGFP reactiv 0.0.
`O=C(O)c1nc(Cl)c(Cl)c(N/N=C/c2ccccc2C(F)(F)F)c1Cl` gave FN deposit inh 2, esBAF inh 1, RAD52 inh -4, RAD54 inh 0, EWS-Fli inh -12, S100A4 MyoIIA -1 and XiGFP reactiv 0.0.
Screening CCOC(=O)c1c(C)[nH]c(C)c1S(=O)(=O)NCCN1CCN(c2cc(Cl)ccc2C)CC1 returned FN deposit inh -8, esBAF inh 0, RAD52 inh -52, RAD54 inh 2, EWS-Fli inh 17, S100A4 MyoIIA 4 and XiGFP reactiv 0.1.
COc1ccc2cc(-c3cc(C(=O)OCC(=O)Nc4c(C)n(C)n(-c5ccccc5)c4=O)c4ccccc4n3)ccc2c1 was read as FN deposit inh -5, esBAF inh -46, E-sel inducer 0.4, RAD54 inh -3 and XiGFP reactiv -0.1.
For COC(=O)CC#N the results were esBAF inh -7, RAD52 inh -17, RAD54 inh 4, EWS-Fli inh 2 and S100A4 MyoIIA 32.
